# CHRM1 antagonist = human M1 muscarinic receptor antagonists, primary screen, CHO-K1 cells, Fluo-8 calcium fluorescence, 1536-well; Muscarinic acetylcholine receptor M1 (Homo sapiens), P11229; CHO-K1 hM1, ACh EC80 antagonist; inhibition, % at 3 µM; hit rate 1.3% among 360,000; AID 588852, 2011;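 active = percent inhibition above its own plate's cutoff, namely the mean of that plate's compound wells plus 3 SD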;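 note: peak over basal fluorescence ratio during 140 s after agonist addition; 0% = ACh EC80 plus DMSO and 100% = DMSO alone without agonist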
# Target sequence (P11229 whole entry, looked up): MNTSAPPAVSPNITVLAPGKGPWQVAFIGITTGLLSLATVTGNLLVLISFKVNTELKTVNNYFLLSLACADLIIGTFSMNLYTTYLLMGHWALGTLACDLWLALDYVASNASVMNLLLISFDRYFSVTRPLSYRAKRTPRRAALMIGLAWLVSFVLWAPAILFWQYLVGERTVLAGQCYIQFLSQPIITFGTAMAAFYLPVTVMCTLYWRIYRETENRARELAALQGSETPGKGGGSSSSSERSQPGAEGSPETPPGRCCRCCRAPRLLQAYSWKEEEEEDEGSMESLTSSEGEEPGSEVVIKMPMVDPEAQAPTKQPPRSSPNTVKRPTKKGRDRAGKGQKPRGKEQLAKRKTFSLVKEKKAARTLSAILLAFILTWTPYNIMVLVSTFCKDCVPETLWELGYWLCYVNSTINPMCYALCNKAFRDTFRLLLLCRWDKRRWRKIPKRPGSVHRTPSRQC
# OXTR potentiator = human OXTR potentiators, primary screen, fluorescence, CHO-OTR cells, Fluo-8 calcium | hit rate 0.061% among 320,000 | activation, % at 3 µM | Oxytocin receptor (Homo sapiens), P30559 | Fluo-8 calcium fluorescence, potentiator mode; 0% = oxytocin EC15, 100% = EC100 | AID 2445, 2010;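 active = activation above that plate's cutoff, the mean activation of tested compounds plus 3 SD, cut at about 6.6% in these data, passing the limit was not always enough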;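 note: 100% uses oxytocin at 75 nM as the full agonist control; some results filed as inactive read as strong as hits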
#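 Assay system: CHO-OTR cells, human receptor / Also added: oxytocin at about EC15, sub-maximal agonist stimulus / Dosing: single dose, 3.0 µM nominal final compound concentration / Incubation: 6 min pre-incubation, 100 s read / Technique: Fluo-8 calcium dye fluorescence / Read-out: % activation vs EC15 and EC100 oxytocin / Benchmarks: EC15 oxytocin low, 75 nM oxytocin high / Replicates: singlicate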
# CHRM4 antagonist = human M4 muscarinic receptor antagonists, primary screen, CHO cells, Fluo-8 calcium fluorescence; inhibition, % at 3 µM; CHO-hM4 cells, ACh EC80; AID 624125, 2012; hit rate 0.73% among 360,000;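 active = inhibition above its plate's cutoff, the mean inhibition of sample wells plus 3 SD, cut at about 27% in these data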;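 note: 0% = acetylcholine EC80 with DMSO and 100% = DMSO without agonist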
# Target sequence (P08173 whole entry, looked up): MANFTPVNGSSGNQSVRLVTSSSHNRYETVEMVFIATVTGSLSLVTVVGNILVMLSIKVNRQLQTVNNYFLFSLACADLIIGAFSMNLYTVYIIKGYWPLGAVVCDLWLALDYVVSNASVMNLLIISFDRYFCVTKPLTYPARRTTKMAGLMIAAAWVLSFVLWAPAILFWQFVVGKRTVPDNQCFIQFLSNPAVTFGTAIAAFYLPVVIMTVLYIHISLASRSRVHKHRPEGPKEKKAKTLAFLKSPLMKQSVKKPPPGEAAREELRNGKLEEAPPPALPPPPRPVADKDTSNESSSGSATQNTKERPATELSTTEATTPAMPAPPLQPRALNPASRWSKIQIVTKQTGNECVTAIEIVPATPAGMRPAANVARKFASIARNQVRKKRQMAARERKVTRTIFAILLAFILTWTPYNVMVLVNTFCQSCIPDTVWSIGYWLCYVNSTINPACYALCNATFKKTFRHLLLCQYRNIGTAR
# CHO-K1 Ca antag = nonselective inhibitor or artifact in parental CHO-K1 cells; ATP-induced calcium, Fluo-8 fluorescence; hit rate 0.6% among 360,000; inhibition, % at 3 µM;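 active = inhibition above a per-plate cutoff, the plate's mean sample inhibition plus 3 SD, cut at about 24% in these data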;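 note: 0% = DMSO plus EC80 ATP and 100% = DMSO alone without ATP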
# CHO-K1 Ca ag = counter-screen for M1 agonists: effect in parental CHO-K1 cells; hit rate 0.48% among 360,000; activation, % at 3 µM; AID 602248, 2012; Fluo-8 calcium fluorescence; scaled to maximal ATP response, vehicle zero; in the data active = activation above about 15%;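 note: untransfected CHO-K1 host cells lacking M1 receptor as counterscreen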
# CHRM4 agonist = human M4 muscarinic receptor agonists, primary screen, CHO-K1 cells, Fluo-8 calcium fluorescence | Muscarinic acetylcholine receptor M4 (Homo sapiens), P08173 | CHO-K1 hM4/Gqi5; vehicle 0%, full acetylcholine response 100% | activation, % at 3 µM | hit rate 0.14% among 360,000;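 active = activation above the run mean over all test wells plus 3 SD, cut at about 32% in these data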;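 note: peak over basal fluorescence ratio per well then scaled between controls; 0% = DMSO wells and 100% = acetylcholine at EC100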
# M1 ag = human M1 muscarinic receptor agonists, primary screen, Fluo-8 calcium fluorescence, CHO-K1 cells, HTS; activation, % at 3 µM; CHO-K1 hM1, agonist mode; 0% DMSO, 100% acetylcholine EC100; Muscarinic acetylcholine receptor M1 (Homo sapiens), P11229; AID 588814, 2011; hit rate 0.33% among 360,000;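 active = activation above the run's mean compound activation plus 3 SD, cut at about 16% in these data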;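 note: peak over basal fluorescence ratio within a 140 s kinetic read after compound addition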
# CHO parental Ca = ATP-evoked calcium signal inhibitors, parental CHO, primary screen, counter-screen for OX1R antagonist project, cell-based, fluorescence, Fluo-8 calcium dye | parental CHO-K1, ATP-induced calcium, Fluo-8 fluorescence | hit rate 0.63% among 330,000 | inhibition, % at 5.6 µM;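 active = inhibition above that plate's mean sample inhibition plus 3 SD, cut at about 26% in these data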;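 note: 0% = ATP-challenged DMSO wells and 100% = DMSO wells without ATP; some compounds past the cut are filed as inactive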
#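 Material: parental CHO cells / Compound: single nominal dose of 5.6 µM per compound / Signal: Fluo-8 fluorescence / Replicates: singlicate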
# CHRM1 PAM = human M1 muscarinic receptor positive allosteric modulators, primary screen, CHO-K1 cells, Fluo-8 calcium fluorescence, 1536-well; Muscarinic acetylcholine receptor M1 (Homo sapiens), P11229; CHO-K1 hM1, ACh EC20; 0% = ACh EC20, 100% = maximal ACh; activation, % at 3 µM; hit rate 0.088% among 360,000; AID 588819, 2011; in the data active = activation above about 19%, passing the limit was not always enough
# Active calls of the source: *; . = not tested or not shown. Random draw from the library; overall some 2.9% were active at least once.
# Second line of a record – CHRM1 antagonist, OXTR potentiator, CHRM4 antagonist, CHO-K1 Ca antag, CHO-K1 Ca ag, CHRM4 agonist, M1 ag, CHO parental Ca, CHRM1 PAM
Cc1ccccc1NC(=O)c1c([N+](=O)[O-])cnn1C
 : -19, -10, -6, -14, 0.8, 0, -3, -4, 11
COc1ccc(CCC(=O)Nc2cccc(S(=O)(=O)N3CCCC3)c2)cc1OC
 : 3, -4, 5, -16, 2.1, 4, -5, -25, -2
N#CC(C#N)=C1C=CC=CN1/C(=C\c1ccco1)C(=O)c1ccccc1
 : 7, 1, 30*, 7, 0.6, 2, -11, 32, 2
COc1ccc(Cl)cc1NC(=O)C/C(C)=N/NC(=O)Cc1ccccc1
 : -11, -20, -6, -4, 0.8, 2, -5, -3, 5
O=C(NCc1ccncc1)c1nnc(Cc2c(F)cccc2Cl)o1
 : -2, -9, -8, -14, 0.8, 2, -2, -1, 3
COc1ccccc1C(=O)NC(CCSC)C(=O)OCC(=O)N1CCCC1=O (stereo unspecified)
 : -1, -4, -11, 2, 0.2, 2, -1, -20, 6
COc1ccc(CCNC(=O)CN(c2ccccc2OC)S(C)(=O)=O)cc1
 : -12, 3, 0, -6, 0.1, 0, -3, -2, 12
Oc1ccc(Cl)cc1Cc1cc(Cl)ccc1O
 : 6, -9, 27*, 15, 10, 26, -1, 26, -9
Oc1c(CN2CCCCC2)cc(COCc2ccccc2)c2cccnc12
 : -9, -17, -1, -12, -0.3, 0, -4, -29, 0
Clc1ccc(-c2noc(CCCc3ccccc3)n2)cc1
 : -2, 0, 20, 8, 0.1, 0, -2, -15, 10
CCn1c(SCC(=O)Nc2nncs2)nnc1-c1ccco1
 : -1, -1, -4, -21, 0.8, 1, -6, -6, 0
COCCNC(=O)C1(C)CCN(C(=O)c2ccc(F)c(C)c2)C1 (stereo unspecified)
 : -11, ., 3, -5, 0.4, 1, 0, ., 10
CCC1CCCCN1C(=O)c1ccc(OC)c(OC2CCN(C(C)C)CC2)c1 (stereo unspecified)
 : -8, -23, 8, -8, 0.4, 0, -6, 2, 7
CCn1c(SCC(=O)c2ccccc2)nc2sc3c(c2c1=O)CCN(C)C3
 : 7, -3, 4, -4, 5.0, 4, -4, -12, -11
CCN(CC)CCN(C(=O)c1ccc(Br)s1)c1nc2cc3c(cc2s1)OCCO3
 : -4, 2, -12, -18, -0.3, 1, -8, -7, 3

# Complete entries as entered above. Screens in order: CHRM1 antagonist	OXTR potentiator	CHRM4 antagonist	CHO-K1 Ca antag	CHO-K1 Ca ag	CHRM4 agonist	M1 ag	CHO parental Ca	CHRM1 PAM
# COc1ccc(Cl)cc1NC(=O)C/C(C)=N/NC(=O)Cc1ccccc1 is listed with -11	-20	-6	-4	0.8	2	-5	-3	5
# Cc1ccccc1NC(=O)c1c([N+](=O)[O-])cnn1C is listed with -19	-10	-6	-14	0.8	0	-3	-4	11

# Later entries:
# Second line of a record – CHRM1 antagonist, OXTR potentiator, CHRM4 antagonist, CHO-K1 Ca antag, CHO-K1 Ca ag, CHRM4 agonist, M1 ag, CHO parental Ca, CHRM1 PAM
CCOC(=O)C1=C(C)NC(=S)NC1c1cccs1 (stereo unspecified)
 : -12, 0, 5, -8, 0.2, 0, -4, -4, 5
Cc1ccc(CSCC(=O)Nc2cc(S(=O)(=O)N3CCOCC3)ccc2OC(C)C)cc1
 : -15, -4, -19, -5, -0.9, 1, -5, -7, 1
COC(=O)CN(c1ccccc1[N+](=O)[O-])S(=O)(=O)c1ccccc1
 : -1, -3, 5, -4, 1.5, 1, -4, -7, 10
COc1ccc(CCNC(=O)C(=O)NCC2OCCN2S(=O)(=O)c2cccs2)cc1 (stereo unspecified)
 : -6, -4, -5, 4, 5.3, 7, -2, -5, 5
CC(=O)Nc1cccc(-c2ccnc3c2CC(C)(C(=O)Nc2ccc(F)c(Cl)c2)O3)c1 (stereo unspecified)
 : 15, ., 8, 7, 3.3, 7, -1, ., -10
CCOC(=O)/C=C1\CC(=O)Nc2cc(C)c(C)cc2N1
 : -5, -2, 0, 3, 0.4, 0, -3, -14, -1
O=S1(=O)N=C2CCCN2C(c2ccc(F)cc2)N1 (stereo unspecified)
 : 3, -18, 9, 16, 0.2, 0, -4, 3, 3
CCC(C)NC(=O)C1c2cc(OC)c(OC)cc2C(=O)N(C)C1c1ccc(OC)cc1 (stereo unspecified)
 : -8, -4, 5, -33, 1.3, 2, -1, -3, 6
c1ccc2c(c1)nc(N1CCOCC1)c1nncn12
 : -6, -12, 8, -5, 0.1, 0, -2, -5, 7
CN(C)C(=O)CN1CCN(c2nc3nonc3nc2N2CCCCC2)CC1
 : -4, -7, -9, -7, 1.8, 1, -4, -4, 1
O=S(=O)(c1ccc(F)c(F)c1F)N1CCN(C(=S)NCc2ccccc2)CC1
 : -8, -20, 4, -6, 4.6, 9, 0, -2, 10
COc1ccc(-c2cc(C(=O)N3CCN(c4ccccc4)CC3)c3ccccc3n2)cc1OC
 : -32, -11, 18, 0, 3.7, 10, 3, -24, -2
Cc1cc2oc(=O)cc(-c3ccccc3)c2c(C)c1-c1ccc(C#N)cc1
 : 12, ., -5, -10, 0.7, -1, -7, -17, -11
COc1cc(NS(=O)(=O)c2ccc(Br)cc2)c(OC)cc1NC(=O)c1ccco1
 : -9, -7, 16, -4, 0.1, 0, -2, -5, 5
CN(C(=O)c1ccc(C#N)cc1)c1nnc(-c2cnccn2)s1
 : -5, -2, 0, -14, 0.4, 0, 0, 10, 6
CSc1nnc(C)c(=O)n1COC(=O)COc1ccccc1F
 : -16, -11, -2, -12, 0.4, 0, -4, -2, 9
CCOc1ccccc1NC(=O)NCCN1CCCCC1
 : -4, -5, -8, -3, 1.0, 0, -7, 0, 5
Cc1ccc(CN2CCN(/N=C/c3cc(Br)cc(Br)c3O)CC2)cc1
 : -6, 1, 4, -9, -0.3, 0, -7, -12, -1
CCn1c(SCC(=O)Nc2sccc2C(N)=O)nnc1C1CC1
 : 6, -7, -4, -11, -0.1, 0, 12, 1, 17
COc1cccc(-c2cc(C(=O)Nc3cccnc3)c3ccccc3n2)c1
 : 2, -7, -2, -9, 5.2, 15, -3, -19, 1
CNC(=O)NC(=O)C(C)OC(=O)CCCc1nc2ccccc2s1 (stereo unspecified)
 : -2, 0, 2, -11, 1.7, 11, 0, 0, 7
COc1ccc(Nc2ccc(N3C(=O)CCCC3=O)cc2[N+](=O)[O-])cc1OC
 : 9, -9, 9, 3, 0.3, 1, -4, -12, -3
Cc1ccccc1NC(=O)CSC1=C(C#N)C(c2ccsc2)CC(=O)N1 (stereo unspecified)
 : -5, -13, 14, -5, 3.2, 6, 6, -16, 6
COC(=O)CN(c1cc([N+](=O)[O-])ccc1OC)S(C)(=O)=O
 : -10, 0, -5, 8, 17*, 0, -8, -2, 9
CN(Cc1ccccc1F)C(=O)c1ccc(NC(=O)CC2SC(N3CCCCC3)=NC2=O)cc1 (stereo unspecified)
 : -8, ., -21, -17, 0.0, 2, -5, ., 8
O=C1NC(=S)S/C1=C\c1cccc([N+](=O)[O-])c1
 : 5, ., -6, -4, 1.6, 8, 10, ., -6
CC(c1ccc(F)cc1)n1c(-c2cccs2)n[nH]c1=S (stereo unspecified)
 : -5, -4, 3, -3, 1.4, 1, -10, -10, 13
O/N=C/c1ccc2cccc(O)c2n1
 : 0, -3, 12, 3, -0.1, 1, -4, 8, 4
CC(C)CCNC(=O)C1CCC(CNS(=O)(=O)c2cccc3nsnc23)CC1 (stereo unspecified)
 : 16, -8, -2, -16, 4.1, 3, -4, -13, -8
Cc1[nH][nH]c(=O)c1C=NCc1cccc(C(F)(F)F)c1
 : -6, -8, -1, -3, 0.2, 0, -4, 2, 9
CC(=O)Nc1ccc(S(=O)(=O)NC(C(=O)O)C2=CCC=CC2)cc1 (stereo unspecified)
 : -6, -5, 3, -14, -0.4, 0, 2, -10, 14
Cc1ccc(C(O)(c2ccccc2)c2ccccc2C(C)N(C)C)c(C)c1 (stereo unspecified)
 : 0, 0, -7, -11, 1.6, 2, 3, -22, 11
COC(=O)c1c(NC(=O)COC(=O)CC(NC(C)=O)c2ccccc2)sc(C)c1C (stereo unspecified)
 : -15, -2, -7, 1, 1.0, 0, -1, -14, 18
CCn1ncc(N2CCOCC2)c(Cl)c1=O
 : -19, -16, -14, -10, 0.4, -1, -7, -1, 13
COc1ccc(/C=N/NC(=O)CC(=O)NCc2cccnc2)cc1[N+](=O)[O-]
 : -9, 2, -6, -9, 0.6, 3, -3, 1, 1
CNc1nc(NC)nc(NNC(=O)c2ccccc2)n1
 : -5, ., -2, -2, 1.6, 0, 2, ., 7
CC(C)CC(NC(N)=O)C(=O)OCC(=O)Nc1ccc(OC(F)F)cc1 (stereo unspecified)
 : -5, -19, -9, -12, 2.8, 3, -3, -5, 4
CCc1nnc(NC(=O)C2=CCN(S(=O)(=O)c3ccc(F)cc3)CC2)s1
 : 11, -24, 3, -8, 0.9, 1, -1, -12, -4
O=C(O)CSc1nnc2n(-c3ccccc3)c(=O)c3ccccc3n12
 : -4, -9, -5, -9, 0.1, 0, -3, 2, 11
COCCNC(=O)Cn1nc(Cc2ccncc2)c2ccccc2c1=O
 : -10, -1, -4, 9, -0.3, 1, 7, -6, 14

# Structures from the list above that contain a thiophene ring, fused or not (8):
# Second line of a record – CHRM1 antagonist, OXTR potentiator, CHRM4 antagonist, CHO-K1 Ca antag, CHO-K1 Ca ag, CHRM4 agonist, M1 ag, CHO parental Ca, CHRM1 PAM
CCn1c(SCC(=O)c2ccccc2)nc2sc3c(c2c1=O)CCN(C)C3
 : 7, -3, 4, -4, 5.0, 4, -4, -12, -11
CCN(CC)CCN(C(=O)c1ccc(Br)s1)c1nc2cc3c(cc2s1)OCCO3
 : -4, 2, -12, -18, -0.3, 1, -8, -7, 3
CCOC(=O)C1=C(C)NC(=S)NC1c1cccs1 (stereo unspecified)
 : -12, 0, 5, -8, 0.2, 0, -4, -4, 5
COc1ccc(CCNC(=O)C(=O)NCC2OCCN2S(=O)(=O)c2cccs2)cc1 (stereo unspecified)
 : -6, -4, -5, 4, 5.3, 7, -2, -5, 5
CCn1c(SCC(=O)Nc2sccc2C(N)=O)nnc1C1CC1
 : 6, -7, -4, -11, -0.1, 0, 12, 1, 17
Cc1ccccc1NC(=O)CSC1=C(C#N)C(c2ccsc2)CC(=O)N1 (stereo unspecified)
 : -5, -13, 14, -5, 3.2, 6, 6, -16, 6
CC(c1ccc(F)cc1)n1c(-c2cccs2)n[nH]c1=S (stereo unspecified)
 : -5, -4, 3, -3, 1.4, 1, -10, -10, 13
COC(=O)c1c(NC(=O)COC(=O)CC(NC(C)=O)c2ccccc2)sc(C)c1C (stereo unspecified)
 : -15, -2, -7, 1, 1.0, 0, -1, -14, 18
